# Compound activity from PubChem BioAssay.
# SENP8 block-1 = human SENP8 protease inhibitors, primary screen, biochemical, fluorescence, Nedd8 protein substrate, uHTS | AID 602440, 2012 | Sentrin-specific protease 8 (Homo sapiens), Q96LD8 | 360,000 compounds, 0.64% hits | inhibition, % at 20 µM | recombinant SENP8; in the data active = inhibition mostly above about 40%, no sharp cut-off; inactive = mostly below about 27%
# Target sequence (Q96LD8 whole entry, looked up): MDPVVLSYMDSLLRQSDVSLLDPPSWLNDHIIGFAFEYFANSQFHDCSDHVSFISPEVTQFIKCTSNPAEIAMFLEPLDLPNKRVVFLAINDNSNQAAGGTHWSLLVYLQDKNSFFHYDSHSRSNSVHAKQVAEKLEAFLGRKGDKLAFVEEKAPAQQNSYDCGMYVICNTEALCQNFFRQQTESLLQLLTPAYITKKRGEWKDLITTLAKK
# PfG6PD inh = PfG6PD enzyme inhibitors, primary screen, biochemical, fluorescence intensity, uHTS; PfGluPho enzyme, NADPH resazurin-diaphorase fluorescence; 350,000 compounds, 0.78% hits; inhibition, % at 20 µM;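 active = inhibition reaching at least a set limit at 20 µM in the primary screen, cut at about 59% in these data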;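 also: 0% = DMSO wells with substrate and 100% = DMSO wells lacking glucose-6-phosphate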
# SENP1 FRET inh = human SENP1 catalytic domain inhibitors, primary screen, biochemical, FRET, uHTS. AID 624204, 2012. 360,000 compounds, 0.21% hits. Sentrin-specific protease 1 (Homo sapiens), Q9P0U3. recombinant SENP1 catalytic domain, CyPet-SUMO1-YPet FRET cleavage. inhibition, % at 10 µM;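 active = inhibition at least 30% at 10 µM, raw YFP signal under a set limit, fluorescence ratio 0.5 to 1.5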;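 also: 0% = enzyme with DMSO and 100% = no enzyme wells; some results filed as inactive read as strong as hits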
#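 Material – human SENP1 catalytic domain · Input – SENP1 enzyme, 20 pM final · Compound dosing – single concentration of 10 µM compound, 0.5% DMSO final · Timing – enzyme reaction for 50 min at room temperature, dark · Measured by – FRET fluorescence in CFP and YFP emission channels · Control set – no-enzyme wells low, DMSO-plus-enzyme wells high control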
# SENP6 inh = SENP6 protease inhibitors, primary screen, biochemical, luminescence, uHTS; inhibition, % at 10 µM; 330,000 compounds, 1.8% hits; Recombinant SENP6 catalytic domain, aminoluciferin luminescence; Sentrin-specific protease 6 (Homo sapiens), Q9GZR1; AID 2599, 2010;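 active = inhibition above about 50% at the single tested dose, limit read from the data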;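 also: plate controls were DMSO wells with enzyme for no effect and DMSO wells lacking enzyme for full effect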
# Target sequence (Q9GZR1 628-1112 limits assumed): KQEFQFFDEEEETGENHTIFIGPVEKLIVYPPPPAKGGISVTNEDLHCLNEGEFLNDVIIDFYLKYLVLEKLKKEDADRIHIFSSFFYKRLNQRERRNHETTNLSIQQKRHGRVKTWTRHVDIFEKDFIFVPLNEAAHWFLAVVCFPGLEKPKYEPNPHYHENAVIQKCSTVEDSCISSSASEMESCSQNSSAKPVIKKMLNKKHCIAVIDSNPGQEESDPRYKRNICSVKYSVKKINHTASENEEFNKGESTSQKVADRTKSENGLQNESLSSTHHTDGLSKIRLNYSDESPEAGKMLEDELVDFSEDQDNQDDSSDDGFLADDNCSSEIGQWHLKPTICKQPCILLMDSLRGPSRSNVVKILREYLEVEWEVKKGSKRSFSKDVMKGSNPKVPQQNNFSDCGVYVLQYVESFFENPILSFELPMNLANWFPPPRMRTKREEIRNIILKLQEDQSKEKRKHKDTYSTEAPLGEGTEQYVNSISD
# SENP8 block-2 = SENP8 protease inhibitors, primary screen, biochemical, luminescence; inhibition, % at 10 µM; 330,000 compounds, 1.2% hits; Sentrin-specific protease 8 (Homo sapiens), Q96LD8; purified SENP8, Z-RLRGG-aminoluciferin cleavage; AID 2540, 2010; in the data active = inhibition above about 50%
# HKDC1 inh = HKDC1 hexokinase inhibitors, primary screen, biochemical, fluorescence, uHTS | Q2TB90 | recombinant HKDC1, G6PDH/diaphorase resazurin coupled fluorescence | inhibition, % at 20 µM | 340,000 compounds, 0.16% hits | AID 493160, 2011;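 active = inhibition above about 35% when tested at 20 µM, limit read from the data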;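 also: plate controls were DMSO wells with enzyme for no effect and DMSO wells lacking enzyme for full effect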
#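 Test system: Recombinant HKDC1 (HK5) hexokinase enzyme, produced in-house | Input: HKDC1 at 5 µg/mL | Buffer or medium: Tris pH 8.0 buffer with MgCl2, Tween-20, BSA, BME | Schedule: 90 min reaction incubation at room temperature, dark | Technique: Resazurin-to-resorufin fluorescence via G6PDH and diaphorase coupling, 525/613 nm | Controls: DMSO wells with and without enzyme mix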
# SENP7 inh = SENP7 protease inhibitors, primary screen, biochemical, luminescence, uHTS; inhibition, % at 5 µM; recombinant SENP7, Z-RLRGG-aminoluciferin luminescence, 40 min; 330,000 compounds, 1.5% hits; Sentrin-specific protease 7 (Homo sapiens), Q9BQF6;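 active = inhibition above about 50% at the single test dose, limit read from the data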;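 also: plate controls were DMSO with enzyme for no effect and no enzyme buffer wells for full effect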
# Target sequence (Q9BQF6 706-1050 limits assumed): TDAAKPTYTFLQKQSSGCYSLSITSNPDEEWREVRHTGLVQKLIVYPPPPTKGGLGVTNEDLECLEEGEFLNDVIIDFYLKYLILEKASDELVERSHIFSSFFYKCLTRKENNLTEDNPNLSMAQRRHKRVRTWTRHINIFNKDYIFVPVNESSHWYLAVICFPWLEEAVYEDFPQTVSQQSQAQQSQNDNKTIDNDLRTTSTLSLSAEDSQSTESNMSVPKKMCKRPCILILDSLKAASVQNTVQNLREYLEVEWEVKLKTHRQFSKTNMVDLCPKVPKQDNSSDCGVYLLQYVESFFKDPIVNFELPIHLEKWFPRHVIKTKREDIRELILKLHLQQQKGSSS
# Apaf1 inhib = inhibitors of human Apaf-1 apoptosome, primary screen, biochemical, DEVD-Rh110 fluorescence, uHTS; reconstituted apoptosome caspase-3 activity; inhibition, % at 20 µM; 330,000 compounds, 0.71% hits; AID 489030, 2010; active = inhibition of at least 40% at 20 µM;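 also: plate controls were DMSO wells for no effect and DEVD-CHO caspase inhibitor wells for full effect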
#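 detection = Rh110 fluorescence intensity | test system = biochemical Apaf-1 apoptosome reconstitution | also added = cytochrome c and DEVD-Rh110 substrate | schedule = 30 min plus 50 min, RT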
# * = called active by the depositor; . = no result given.
# Values in the order: PfG6PD inh	HKDC1 inh	SENP7 inh	SENP8 block-2	SENP1 FRET inh	SENP8 block-1	SENP6 inh	Apaf1 inhib
- O=C(O)Cn1nc(C(F)(F)F)c2c1CCC2
    -9.3	-8.4	-2.0	-5.0	0.4	2.1	10.2	-7.1
- CC(C)c1cccc(C(C)C)c1NC(=O)CN1CCCC1
    -8.8	-3.9	1.9	-2.0	-0.3	6.0	0.5	-3.5
- CCCC(=O)Nn1cnc2c(c1=O)C1(CCCC1)Cc1ccccc1-2
    -8.9	7.0	4.9	5.1	0.7	10.5	2.3	4.8
- Cc1noc(C(=O)N2CCN(c3ccccc3)CC2)c1Cl
    13.2	-2.9	4.2	-10.6	1.6	17.1	-12.5	-2.0
- Cc1ccc2c(c1)C1C[N+](C)(CC(=O)c3ccccc3)CCC1N2C(=O)c1ccccc1Cl (stereo not drawn)
    -2.0	-2.7	5.1	5.6	2.3	18.3	4.7	9.7
- C=CCn1c(C)nnc1SCC(=O)c1c(N)n(C2CC2)c(=O)[nH]c1=O
    13.2	-4.2	-2.7	-8.0	-0.6	1.3	-3.5	-3.5
- COc1ccc(OC)c(C2C(C(=O)O)c3ccccc3C(=O)N2C)c1 (stereo not drawn)
    -15.5	-0.4	-5.8	-6.5	1.0	4.9	-19.4	3.1
- COc1ccccc1CNS(=O)(=O)c1c(C)[nH]c(=O)[nH]c1=O
    -0.4	-10.3	-10.5	-1.5	-1.1	3.4	-14.6	-10.5
- Cc1cnc(NC(=O)CSc2nnc(-c3ccccc3)o2)s1
    3.4	-2.0	-6.1	-3.5	-1.6	5.0	-3.6	15.4
- COC(=O)c1sc(NC(=S)NC(=O)c2cc(OC)c(OC)c(OC)c2)nc1C
    -17.1	-3.5	-1.1	0.2	-1.9	4.3	-19.5	-16.3
- CCN1CCCC1CNC(=O)c1cc2cc(F)ccc2[nH]1 (stereo not drawn)
    10.8	-6.3	-8.0	-4.2	-18.9	-30.5	4.5	12.9
- CC1(C)CC(=O)C(C=NC(CCC(N)=O)C(=O)O)=C(O)C1 (stereo not drawn)
    4.6	-13.1	-7.9	-11.6	0.8	21.6	-23.0	-7.7
- Cc1ccc(-c2csc(NC(=O)c3ccc4c(=O)n5c(nc4c3)CCCCC5)n2)cc1
    3.1	2.3	10.0	-2.4	0.0	-48.9	-10.2	16.0
- Nc1nc(N)nc(-c2cc(O)ccc2O)n1
    11.2	1.6	2.9	1.4	10.0	-5.0	2.0	-2.0
- COc1ccc(C(=O)N/N=C/c2c(C)[nH]c(=O)[nH]c2=O)cc1
    9.6	4.5	-1.0	2.3	1.0	6.1	-2.5	-4.4

# Sorted by the number under SENP6 inh (ascending): three from the list above.
SMILES	PfG6PD inh	HKDC1 inh	SENP7 inh	SENP1 FRET inh	SENP6 inh
Cc1cnc(NC(=O)CSc2nnc(-c3ccccc3)o2)s1	3.4	-2.0	-6.1	-1.6	-3.6
CC(C)c1cccc(C(C)C)c1NC(=O)CN1CCCC1	-8.8	-3.9	1.9	-0.3	0.5
CCN1CCCC1CNC(=O)c1cc2cc(F)ccc2[nH]1 (stereo not drawn)	10.8	-6.3	-8.0	-18.9	4.5

# (list continues)
# Values in the order: PfG6PD inh	HKDC1 inh	SENP7 inh	SENP8 block-2	SENP1 FRET inh	SENP8 block-1	SENP6 inh	Apaf1 inhib
- COc1ccccc1-c1ccc(SCc2cccc(F)c2)nn1
    9.9	-0.1	8.1	-15.8	1.9	6.0	-52.6	-8.5
- Cc1ccc(-c2c(C)sc(=NC(=O)c3ccco3)n2C)cc1
    16.6	-11.6	-2.9	-0.8	-0.3	-293.0	4.9	7.9
- CCN(c1ccc(NC(=O)c2ccc(Cl)nc2)cc1)C(C)C
    -5.4	7.5	9.4	8.8	-1.5	7.6	12.0	-10.7
- Cc1nnc(NC(=O)CSc2nnc(CNC(=O)c3ccc(S(=O)(=O)N(C)C)cc3)o2)s1
    -8.2	-1.8	13.1	-0.1	2.7	5.5	-10.9	0.0
- Cc1c(Cl)cccc1NC(=O)CNC(=O)C1CCN(C(=O)Nc2ccccc2)CC1
    -15.7	4.7	-3.5	2.8	-0.5	4.5	-1.9	-4.8
- CN(C)S(=O)(=O)c1cccc(NC(=O)COC(=O)c2ccc(Br)o2)c1
    0.1	-2.9	3.3	2.8	3.7	7.5	5.1	-7.1
- COc1cc(OC)cc(C(=O)NCCC(=O)NCCc2ccc(OC)c(OC)c2)c1
    6.5	-7.1	-8.2	-11.5	-0.3	10.0	-13.5	7.0
- O=C(CN1CCCCC1)Nc1cccc(Cl)c1Cl
    -1.0	1.5	-10.7	-5.7	2.1	10.1	-10.7	8.8
- CSc1cccc(NS(=O)(=O)c2ccc(-c3coc(C)n3)cc2)c1
    -30.7	3.8	-4.5	1.6	4.1	17.6	6.9	5.2
- CCOc1ccc(C2C(C#N)=C(N)N(c3sc4c(c3C#N)CCCC4)C3=C2C(=O)CCC3)cc1 (stereo not drawn)
    11.7	18.3	-2.8	-11.1	2.5	-90.6	-4.6	26.5
- Nc1c(Cl)cc(C2=NCCn3nc4ccccc4c32)cc1Cl
    18.8	-1.1	2.6	-11.1	2.0	-87.1	-27.1	11.3
- CCOC(=O)c1c(NC(=O)Cn2ccsc2=N)sc(C)c1C
    -12.7	3.5	1.8	8.7	0.2	-1.2	-3.2	7.0
- O=C(Nc1ccc(C(=O)N2CCCCC2)cc1)C1=CSCCO1
    0.7	-1.9	80.7*	67.6*	1.4	4.1	79.4*	-9.1
- CCOC1CS(=O)(=O)CC1OCC (stereo not drawn)
    6.7	-1.8	1.1	2.2	1.8	21.3	22.0	0.9
- Cc1cc(C)cc(OCC(O)CN2CCN(C(=O)c3ccco3)CC2)c1 (stereo not drawn)
    -6.5	-2.2	5.5	3.6	2.5	13.2	-2.1	-1.1
- O=C(COC(=O)c1cc(=O)[nH]c2ccccc12)NC(=O)NC1CCCCC1
    -1.8	2.3	0.3	3.5	2.8	-260.1	-2.3	19.4
- Cc1ccc(S(=O)(=O)Nc2ccccc2C(=O)OC(C)C(=O)Nc2ccc3ccccc3c2)cc1[N+](=O)[O-] (stereo not drawn)
    -30.6	2.5	4.1	-1.8	3.0	-3.2	3.4	3.1
- CC(CNS(=O)(=O)c1ccccc1)(c1ccccc1)N1CCCCC1 (stereo not drawn)
    -4.5	-8.0	-3.5	-4.8	-0.9	12.1	-19.5	-2.4
- COc1ccccc1N1CCN(C(=O)c2ccc3[nH]c4c(c3c2)CC(C)CC4)CC1 (stereo not drawn)
    31.4	-2.3	-1.5	-0.4	-3.9	3.0	1.0	21.4
- Cc1ccc(NC(=O)N2CCc3ccccc32)cc1C
    56.1	-3.0	92.5*	82.3*	-0.5	6.4	89.7*	1.3
- NCCCC[C@@H]1NC(=O)[C@H](CCC(=O)O)NC(=O)c2cc([N+](=O)[O-])cc(I)c2OCC[C@@H](C(N)=O)NC1=O
    -7.7	5.7	0.4	-5.0	2.0	13.9	3.9	-2.0
- Cc1ccc(O)c(NC(=S)NC(=O)/C=C/c2ccco2)c1
    -10.4	-6.5	-4.8	-10.1	1.9	15.8	-5.2	3.5
- O=C(CSc1nnc(Cn2nnc3ccccc32)o1)Nc1ccc(Cl)cc1
    -13.3	-1.6	-4.6	-7.3	2.3	9.0	-10.7	10.9
- CCOc1ccc(S(=O)(=O)N2CCC(c3ccccc3)CC2)cc1C(=O)O
    -16.3	2.5	1.8	1.1	0.1	9.4	3.6	0.4
- CC(=O)c1cccc(NC(=O)CCC(=O)Oc2ccc(C)cc2)c1
    3.4	-5.2	-6.1	-2.6	1.2	17.8	10.1	10.1
- CC(C)(C)CN1CCNC[C@H]1Cc1cccc2ccccc12
    6.5	2.8	4.2	-5.3	-33.8	-2.7	-11.0	11.2
- CC(=O)N1N=C(c2c(-c3ccccc3)c3cc(Br)ccc3[nH]c2=O)CC1c1ccco1 (stereo not drawn)
    31.9	19.2	9.9	7.2	-0.9	-63.5	10.8	13.2
- Cc1cc(OC(=O)c2ccccc2C)c([N+](=O)[O-])c(=O)[nH]1
    -7.7	-3.0	-0.8	-6.8	-0.2	8.5	-10.3	-7.1
- Cc1ccc(NC(=O)c2nnn(-c3ccc4c(c3)OCCO4)c2N)cc1
    12.3	-0.4	-11.3	-13.0	-1.7	1.3	-12.7	14.7
- CCCn1c(C(O)c2ccc3c(c2)OCO3)nc2ccccc21 (stereo not drawn)
    6.5	12.2	-6.4	-12.0	1.1	16.7	-1.4	-7.8
- COCc1cc(=O)n2[nH]c(C(F)(F)F)nc2n1
    16.8	-2.0	9.3	5.8	-3.4	15.6	-12.2	4.3
- N#Cc1c2nc3ccccc3nc2n2cc(NC(=O)c3ccc(F)cc3)ccc12
    9.2	12.3	.	.	-28.8	-183.6	.	.
- CCC(C(=O)NCC1CCCO1)N(Cc1ccc(F)cc1)C(=O)CNS(=O)(=O)c1ccccc1 (stereo not drawn)
    -6.6	-1.6	5.3	-2.4	1.1	10.8	-26.3	20.1
- O=S(=O)(c1ccccc1)N1CCN(C(=S)NC2CCCC2)CC1
    0.1	-2.6	-3.1	10.8	-1.7	1.0	7.6	2.9
- CCCc1cc(C(=O)N2CCCN(C)CC2)cs1
    12.9	-6.3	-10.3	-0.7	-3.3	7.0	-4.8	-18.5
- CCN(CC)CCN1C(=O)C(=O)/C(=C(/O)c2ccc(S(=O)(=O)N3CCOCC3)cc2)C1c1ccc(C(C)(C)C)cc1 (stereo not drawn)
    -7.0	-6.4	5.2	-0.7	0.9	17.7	-19.8	-0.1
- CC(=O)O/N=C/c1c(N2CCOCC2)n(C)c2ccccc12
    -9.0	-11.4	6.1	2.0	-1.7	-8.5	13.4	-5.1
- CCOc1ccc(/C=N/n2c(-c3ccccc3)n[nH]c2=S)cc1
    30.2	-1.7	-13.7	-1.0	-0.5	12.3	24.1	6.5
- Cc1ccc(SCCC(=O)N2CCN(S(=O)(=O)c3ccccc3)CC2)cc1
    5.9	0.7	-4.8	-3.1	1.2	3.5	-14.5	13.0
- O=[N+]([O-])c1cccc(-c2ccc(/C=N/NC(=S)Nc3ccccc3)o2)c1
    -7.9	-4.7	-4.9	-4.4	1.6	35.7	-3.0	2.3
- CN(c1ccc(C(=O)N2CCCCC2)cc1)S(=O)(=O)c1ccccc1
    2.4	-5.4	2.2	-0.4	1.7	16.9	-18.7	7.1
- CCN(CC(=O)Nc1c(F)cccc1F)C(=O)Cc1csc(-c2ccccc2)n1
    3.2	-3.6	-1.9	-8.4	-1.2	0.3	-21.4	-1.6
- Cc1ccc(/C=N/NC(=O)c2nnn(-c3nonc3N)c2CN(C)C)s1
    9.3	-3.3	-4.8	-2.1	-0.5	-24.8	-1.5	13.5
